Bioassay records: PubChem, The Scripps Research Institute Molecular Screening Center
MITF inh: human MITF inhibition, primary screen; O75030; AlphaScreen MITF homodimerization, bead proximity signal; inhibition, % at 2.6 µM; AID 1259374; hit rate 0.91% among 650,000; in the data active = inhibition above about 50%;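 also: 0% = vehicle wells with protein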
Target sequence (O75030 whole entry, looked up): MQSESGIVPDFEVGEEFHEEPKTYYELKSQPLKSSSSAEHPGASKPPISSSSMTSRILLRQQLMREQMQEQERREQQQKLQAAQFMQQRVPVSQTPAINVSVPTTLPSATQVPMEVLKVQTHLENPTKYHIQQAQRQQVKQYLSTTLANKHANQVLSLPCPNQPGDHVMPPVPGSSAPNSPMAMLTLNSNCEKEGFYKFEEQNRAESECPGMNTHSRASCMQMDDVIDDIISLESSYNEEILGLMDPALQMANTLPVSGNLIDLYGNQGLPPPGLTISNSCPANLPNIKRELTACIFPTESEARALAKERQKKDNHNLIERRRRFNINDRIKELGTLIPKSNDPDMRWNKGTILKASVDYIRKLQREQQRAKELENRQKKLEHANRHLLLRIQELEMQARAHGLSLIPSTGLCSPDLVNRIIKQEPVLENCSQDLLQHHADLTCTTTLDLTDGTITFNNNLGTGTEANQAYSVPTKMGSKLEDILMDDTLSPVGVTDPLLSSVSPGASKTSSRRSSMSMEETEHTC
GPR151 activ: activators of human GPR151; Q8TDV0; PathHunter beta-arrestin GPR151 cells, luminescence; activation, % at 11.2 µM; hit rate 1% among 650,000; in the data active = activation above about 4.9%;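 also: 0% = median of compound wells and 100% = cells with positive control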
Target sequence (Q8TDV0 whole entry, looked up): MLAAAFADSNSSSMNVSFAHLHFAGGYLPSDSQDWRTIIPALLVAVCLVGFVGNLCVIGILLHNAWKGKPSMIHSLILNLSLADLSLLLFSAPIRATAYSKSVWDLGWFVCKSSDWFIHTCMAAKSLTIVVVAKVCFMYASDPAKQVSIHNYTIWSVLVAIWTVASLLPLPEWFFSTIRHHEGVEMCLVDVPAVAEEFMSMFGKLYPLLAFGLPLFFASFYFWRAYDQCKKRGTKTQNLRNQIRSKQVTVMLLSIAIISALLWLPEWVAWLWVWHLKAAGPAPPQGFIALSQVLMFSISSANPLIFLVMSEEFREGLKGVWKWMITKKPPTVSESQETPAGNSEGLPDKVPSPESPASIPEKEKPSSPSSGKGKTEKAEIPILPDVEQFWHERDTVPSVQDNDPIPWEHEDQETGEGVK
TEAD-YAP inh: TEAD-YAP interaction inhibition; inhibition, % at 9.12 µM; AID 1259422; hit rate 1.4% among 640,000; HEK-TIYL cells, TEAD-Gal4/YAP UAS-luciferase luminescence; in the data active = inhibition above about 32%;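 also: 0% = median of test compound wells and 100% = reference inhibitor wells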
FBW7 act: human FBW7 E3 ligase activation, primary screen. AID 1259310. hit rate 0.13% among 650,000. Q969H0. normalized activity (activation), % at 26.1 µM. AlphaScreen FBW7–phospho-cyclin E peptide binding, activator screen; in the data active = normalized activity above about 1.9%;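 also: purified mutant Fbw7 with reduced substrate affinity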
Active calls of the source: *.

CC(NS(=O)(=O)c1cccc([N+](=O)[O-])c1)c1ccccc1 (stereo not given) was read as MITF inh -7, GPR151 activ 0.1, TEAD-YAP inh -1 and FBW7 act -0.1.
For COCCN(CCOC)c1nc(-c2ccc([N+](=O)[O-])cc2)nc2ccccc12 the results were MITF inh -4, GPR151 activ -0.3, TEAD-YAP inh 3 and FBW7 act 0.1.
CC(C)(C)CN1CCNC(=O)C1CC(=O)N1CCC(Cc2ccccc2)CC1 (stereo not given) was read as MITF inh -14, GPR151 activ 0.8, TEAD-YAP inh 7 and FBW7 act 0.0.
Screening Cc1ccc(NS(=O)(=O)c2ccc(N)cc2)c(C)c1 returned MITF inh 3, GPR151 activ 0.7, TEAD-YAP inh 5 and FBW7 act 0.0.
Screening CC(C)N(CCNc1nc(-c2cccc(N)c2)nc2c1ncn2CCN1CCCC1=O)C(C)C returned MITF inh 3, GPR151 activ 1.0, TEAD-YAP inh -14 and FBW7 act 0.1.
Cn1c(=O)oc2cc(S(=O)(=O)Nc3cccnc3)ccc21 was read as MITF inh 4, GPR151 activ -0.1, TEAD-YAP inh 8 and FBW7 act 0.1.
`Cc1cc(C(=O)NCC(N)=O)c2c(C)nn(-c3ccccc3)c2n1` gave MITF inh -4, GPR151 activ -0.4, TEAD-YAP inh -1 and FBW7 act -0.2.
`COc1cc(Nc2nc(NCCN3CCOCC3)c3ncn(-c4ccccc4)c3n2)cc(OC)c1OC` gave MITF inh 7, GPR151 activ -0.1, TEAD-YAP inh 42* and FBW7 act 0.5.
`COc1ccc(CNC(=O)C2CCC(Cn3c(=O)[nH]c4ccsc4c3=O)CC2)cc1` (stereo not given) gave MITF inh 0, GPR151 activ -0.3, TEAD-YAP inh 3 and FBW7 act -0.1.
`COC(=O)c1ccc2c(=O)n(CCC3=CCCCC3)c(SCC(=O)N3CCCC3)nc2c1` gave MITF inh 9, GPR151 activ 3.4, TEAD-YAP inh -27 and FBW7 act 0.0.
Screening CCOC(=O)c1c(NC(=O)CSc2nnc(CNC(=O)c3ccccc3F)n2-c2ccc(Br)cc2)sc2c1CCC2 returned MITF inh 2, GPR151 activ 1.5, TEAD-YAP inh -7 and FBW7 act 0.5.
For Clc1cccc(CN2CCC(c3nnc(C4CC4)o3)CC2)c1 the results were MITF inh -6, GPR151 activ -0.3, TEAD-YAP inh 2 and FBW7 act 0.3.
Screening COc1ccccc1C1C(C#N)=C(N)Oc2cc(O)ccc21 (stereo not given) returned MITF inh 23, GPR151 activ 3.0, TEAD-YAP inh -4 and FBW7 act 0.0.
COc1cc2c(cc1C=C1C(=O)NC(=S)NC1=O)OCO2 was read as MITF inh -7, GPR151 activ 2.1, TEAD-YAP inh 3 and FBW7 act -0.4.
O=C(c1ccccc1O)N1N=CCC1(O)c1ccc(Cl)cc1 (stereo not given) was read as MITF inh 4, GPR151 activ -1.6, TEAD-YAP inh 2 and FBW7 act -0.1.
`O=S(=O)(N/N=C/c1ccccc1O)c1ccc(Cl)cc1` gave MITF inh -2, GPR151 activ -0.1, TEAD-YAP inh -1 and FBW7 act -0.1.
For COC(=O)c1cn(N)c(=O)c2ccccc12 the results were MITF inh 6, GPR151 activ -0.5, TEAD-YAP inh 0 and FBW7 act 0.1.
Screening C=CCNC(=O)c1ccc(I)cc1 returned MITF inh 11, GPR151 activ 0.5, TEAD-YAP inh -4 and FBW7 act 0.1.
`COC(=O)C1=C(C)NC2=C(C(=O)CC(c3cccs3)C2)C1c1ccc(OC(F)(F)F)cc1` (stereo not given) gave MITF inh 8, GPR151 activ 0.5, TEAD-YAP inh 0 and FBW7 act 0.2.
Screening COC(=O)c1ccc(Cl)c(NC(=O)c2cccc([N+](=O)[O-])c2C)c1 returned MITF inh -2, GPR151 activ 2.1, TEAD-YAP inh 1 and FBW7 act -0.2.
For O=C(Nc1ccccc1)c1ccccc1NC(=O)c1ccccc1C(=O)O the results were MITF inh 9, GPR151 activ -2.2, TEAD-YAP inh -30 and FBW7 act 0.3.
For Cc1ccc(S(=O)(=O)N2CCC(C(=O)N(Cc3ccccc3)Cc3ccccc3)CC2)cc1 the results were MITF inh -8, GPR151 activ -0.4, TEAD-YAP inh -7 and FBW7 act 0.0.
CC1CCCCN1S(=O)(=O)c1ccc(NC(=O)CSc2nc3ccccc3o2)cc1 (stereo not given) was read as MITF inh 8, GPR151 activ -0.5, TEAD-YAP inh -1 and FBW7 act 0.2.
`COc1cccc(C(=O)N2CCC(C(=O)N3CCN(C)CC3)CC2)c1` gave MITF inh 23, GPR151 activ -0.7, TEAD-YAP inh 1 and FBW7 act 0.0.
CCCOc1ccc(C(=O)Nc2ccc(NC(=O)c3cccs3)cc2)cc1 was read as MITF inh -4, GPR151 activ 0.5, TEAD-YAP inh -21 and FBW7 act -0.3.
Screening CC(C)(C)C1CCc2c(sc(NC(=O)c3ccco3)c2C(N)=O)C1 (stereo not given) returned MITF inh -13, GPR151 activ 1.8, TEAD-YAP inh 6 and FBW7 act -0.1.
For COc1ccc(CN2CCN(C(=O)c3cccc(F)c3)CC2)cc1Br the results were MITF inh 59*, GPR151 activ -1.2, TEAD-YAP inh 3 and FBW7 act -0.1.
COc1cccc(CN2CCN(Cc3cccn3-c3ccccn3)CC2CCO)c1 (stereo not given) was read as MITF inh -5, GPR151 activ 0.5, TEAD-YAP inh -1 and FBW7 act 0.0.
`CC1CC(NNc2ccc([N+](=O)[O-])cc2[N+](=O)[O-])N(C)C(=S)N1` (stereo not given) gave MITF inh -2, GPR151 activ 1.8, TEAD-YAP inh -1 and FBW7 act -0.4.
For Cc1ccc(N2CCN(S(=O)(=O)c3cnc[nH]3)CC2C)cc1 (stereo not given) the results were MITF inh 8, GPR151 activ 0.9, TEAD-YAP inh 3 and FBW7 act 0.2.

12 neighbouring records out of the list so far, for reference:
Screening C=CCNC(=O)c1ccc(I)cc1 returned MITF inh 11, GPR151 activ 0.5, TEAD-YAP inh -4 and FBW7 act 0.1.
`COC(=O)C1=C(C)NC2=C(C(=O)CC(c3cccs3)C2)C1c1ccc(OC(F)(F)F)cc1` (stereo not given) gave MITF inh 8, GPR151 activ 0.5, TEAD-YAP inh 0 and FBW7 act 0.2.
Screening COC(=O)c1ccc(Cl)c(NC(=O)c2cccc([N+](=O)[O-])c2C)c1 returned MITF inh -2, GPR151 activ 2.1, TEAD-YAP inh 1 and FBW7 act -0.2.
For O=C(Nc1ccccc1)c1ccccc1NC(=O)c1ccccc1C(=O)O the results were MITF inh 9, GPR151 activ -2.2, TEAD-YAP inh -30 and FBW7 act 0.3.
For Cc1ccc(S(=O)(=O)N2CCC(C(=O)N(Cc3ccccc3)Cc3ccccc3)CC2)cc1 the results were MITF inh -8, GPR151 activ -0.4, TEAD-YAP inh -7 and FBW7 act 0.0.
CC1CCCCN1S(=O)(=O)c1ccc(NC(=O)CSc2nc3ccccc3o2)cc1 (stereo not given) was read as MITF inh 8, GPR151 activ -0.5, TEAD-YAP inh -1 and FBW7 act 0.2.
`COc1cccc(C(=O)N2CCC(C(=O)N3CCN(C)CC3)CC2)c1` gave MITF inh 23, GPR151 activ -0.7, TEAD-YAP inh 1 and FBW7 act 0.0.
CCCOc1ccc(C(=O)Nc2ccc(NC(=O)c3cccs3)cc2)cc1 was read as MITF inh -4, GPR151 activ 0.5, TEAD-YAP inh -21 and FBW7 act -0.3.
Screening CC(C)(C)C1CCc2c(sc(NC(=O)c3ccco3)c2C(N)=O)C1 (stereo not given) returned MITF inh -13, GPR151 activ 1.8, TEAD-YAP inh 6 and FBW7 act -0.1.
For COc1ccc(CN2CCN(C(=O)c3cccc(F)c3)CC2)cc1Br the results were MITF inh 59*, GPR151 activ -1.2, TEAD-YAP inh 3 and FBW7 act -0.1.
COc1cccc(CN2CCN(Cc3cccn3-c3ccccn3)CC2CCO)c1 (stereo not given) was read as MITF inh -5, GPR151 activ 0.5, TEAD-YAP inh -1 and FBW7 act 0.0.
`CC1CC(NNc2ccc([N+](=O)[O-])cc2[N+](=O)[O-])N(C)C(=S)N1` (stereo not given) gave MITF inh -2, GPR151 activ 1.8, TEAD-YAP inh -1 and FBW7 act -0.4.

(further entries)
COc1ccc(CCNc2cc(C)nc(Oc3ccccc3)n2)cc1 was read as MITF inh 19, GPR151 activ 3.1, TEAD-YAP inh 35* and FBW7 act 0.1.
`CCOc1cc(/C=C2/C(=N)N3N=C(C(C)C)SC3=NC2=O)cc(Cl)c1OCCOc1cc(C)cc(C)c1` gave MITF inh -5, GPR151 activ 1.1, TEAD-YAP inh -19 and FBW7 act -0.1.
Screening O=C(/C=C(\O)c1ccc([N+](=O)[O-])cc1)C(F)(F)F returned MITF inh 2, GPR151 activ -1.6, TEAD-YAP inh -14 and FBW7 act -0.2.
`COCCNC(=O)CCN1CCc2ccccc21` gave MITF inh 9, GPR151 activ 0.2, TEAD-YAP inh -10 and FBW7 act 0.0.
`Cc1nnc2c(N3CCCc4ccccc43)nc3ccccc3n12` gave MITF inh 4, GPR151 activ -1.5, TEAD-YAP inh 6 and FBW7 act 0.2.
Screening COc1ccc(C)cc1NC(=O)c1cc(S(=O)(=O)N2CCCCC2C)ccc1F (stereo not given) returned MITF inh 14, GPR151 activ 1.2, TEAD-YAP inh 2 and FBW7 act 0.1.
O=C(Cc1coc(-c2ccc(F)cc2)n1)Nc1ccccc1 was read as MITF inh 5, GPR151 activ 0.4, TEAD-YAP inh -7 and FBW7 act 0.1.
For CCCCOC(=O)c1cc(-c2ccc(C)cc2)nc2c(C)cccc12 the results were MITF inh 2, GPR151 activ -1.4, TEAD-YAP inh 7 and FBW7 act 0.2.
COc1cc(C2Nc3ccccc3NC3=C2C(=O)CC(c2ccccc2)C3)ccc1OCc1ccccc1 (stereo not given) was read as MITF inh 3, GPR151 activ -2.0, TEAD-YAP inh -1 and FBW7 act 0.4.
For CCOC(=O)c1sc(NC(=O)CCN2C(=O)c3cccc([N+](=O)[O-])c3C2=O)c(C(=O)OCC)c1C the results were MITF inh 12, GPR151 activ -0.5, TEAD-YAP inh 4 and FBW7 act 0.2.
For Nc1ccc(Oc2cccc3cccnc23)c(Cl)c1 the results were MITF inh -14, GPR151 activ 1.0, TEAD-YAP inh -27 and FBW7 act 0.0.
`Cc1ccc(NC2(C#N)C(=O)Nc3ccccc32)c(C)c1` (stereo not given) gave MITF inh -9, GPR151 activ 0.2, TEAD-YAP inh -1 and FBW7 act 1.0.
CCOc1ccc(CNC(=O)CCc2cn(C)c3ccccc23)cc1 was read as MITF inh 18, GPR151 activ -1.2, TEAD-YAP inh 17 and FBW7 act 0.5.
For FC(F)(F)C(Sc1ccccc1)=C(Sc1ccccc1)Sc1ccccc1 the results were MITF inh -13, GPR151 activ 1.1, TEAD-YAP inh -8 and FBW7 act 0.0.
`COc1ccc(S(=O)(=O)NCc2ccc(C)cc2)cc1` gave MITF inh 0, GPR151 activ 0.0, TEAD-YAP inh -6 and FBW7 act 0.0.
Cc1cc(C(=O)Nc2cnn(Cc3ccc(Cl)cc3)c2)cs1 was read as MITF inh -3, GPR151 activ -0.4, TEAD-YAP inh 16 and FBW7 act -0.1.
COc1ccc(/C=N/NC(=O)c2cc(Br)ccc2O)cc1OC was read as MITF inh -6, GPR151 activ -2.1, TEAD-YAP inh -12 and FBW7 act -0.1.
`COC(=O)c1cccc(NC(=O)c2ccc(N3C(=O)c4ccccc4C3=O)cc2)c1` gave MITF inh 0, GPR151 activ -0.8, TEAD-YAP inh 6 and FBW7 act -0.2.
Screening COc1ccccc1N(CC(=O)NCCSCc1ccc(Cl)cc1)S(C)(=O)=O returned MITF inh 2, GPR151 activ 0.5, TEAD-YAP inh 5 and FBW7 act 0.1.
Screening Cc1ccccc1Cn1c(NC(C)CCO)nc2c1c(=O)n(C)c(=O)n2C (stereo not given) returned MITF inh 1, GPR151 activ -0.3, TEAD-YAP inh -25 and FBW7 act -1.1.
`O=C(NCc1cccc(Cl)c1)c1ccc2c(=O)n(Cc3cccc(Br)c3)c(=S)[nH]c2c1` gave MITF inh 17, GPR151 activ 0.0, TEAD-YAP inh 1 and FBW7 act 0.0.
Cc1cc(=O)[nH]c2cc(NC(=O)C3c4ccccc4Oc4ccccc43)ccc12 was read as MITF inh 12, GPR151 activ 0.0, TEAD-YAP inh 4 and FBW7 act 0.0.
`CC(C)(C)OCC(O)CN(CCO)CC(O)Cn1ccc2ccccc21` (stereo not given) gave MITF inh -8, GPR151 activ 1.9, TEAD-YAP inh 1 and FBW7 act 0.4.
Cc1cc(C)c2c(n1)sc1c2nnn2c3ccccc3nc12 was read as MITF inh 1, GPR151 activ 0.4, TEAD-YAP inh 0 and FBW7 act 0.1.
O=C1C2C3C=CC(C4CC34)C2C(=O)N1/N=C/c1ccc(Cl)cc1 (stereo not given) was read as MITF inh 10, GPR151 activ 2.6, TEAD-YAP inh 3 and FBW7 act -0.2.
`COC(=O)CSC1=C(C#N)C(c2cc(OC)ccc2OC)CC(=O)N1` (stereo not given) gave MITF inh 4, GPR151 activ 3.1, TEAD-YAP inh -4 and FBW7 act 0.1.
Nc1ccc(Oc2cc(Oc3ccc(F)cc3)cc([N+](=O)[O-])c2)cc1 was read as MITF inh 4, GPR151 activ -0.6, TEAD-YAP inh -25 and FBW7 act -0.4.
Screening CCOC(=O)c1cn2c(n1)sc1cc(F)ccc12 returned MITF inh -10, GPR151 activ -1.7, TEAD-YAP inh 0 and FBW7 act -0.1.
Screening CN(C(=O)COC(=O)c1ccccc1I)C1CCS(=O)(=O)C1 (stereo not given) returned MITF inh -3, GPR151 activ -0.7, TEAD-YAP inh -9 and FBW7 act -0.1.
`CCn1c(SCC(=O)N(C(C)C)C(C)C)nnc1-c1ccc(OC)cc1` gave MITF inh 3, GPR151 activ 0.9, TEAD-YAP inh 5 and FBW7 act 0.1.
